Bioassay records deposited in PubChem BioAssay by several laboratories.
CRFBP-R2 agonist: agonists of CRF-BP/CRF-R2 complex, primary screen, cell-based, HEK293, calcium dye fluorescence, uHTS; CRF-binding protein / CRF receptor 2 complex (human); calcium dye fluorescence (FLIPR); percent of saturating CRF peptide response; activation, % at 13.2 µM; actives 0.46% (n = 350,000); AID 588473, 2011;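 active means activation of at least 50%, plus an integration ratio under a set limit after plate pattern correction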;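 further: plate controls were neutral control wells without compound for no effect and CRF at EC100 for full effect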
M1 antag: human M1 muscarinic receptor antagonists, primary screen, CHO-K1 cells, Fluo-8 calcium fluorescence, 1536-well. CHO-K1 hM1, ACh EC80 antagonist. actives 1.3% (n = 360,000). inhibition, % at 3 µM;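 active means percent inhibition above its own plate's cutoff, namely the mean of that plate's compound wells plus 3 SD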;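 further: peak over basal fluorescence ratio during 140 s after agonist addition; 0% = ACh EC80 plus DMSO and 100% = DMSO alone without agonist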
Target sequence (P11229 whole entry, looked up): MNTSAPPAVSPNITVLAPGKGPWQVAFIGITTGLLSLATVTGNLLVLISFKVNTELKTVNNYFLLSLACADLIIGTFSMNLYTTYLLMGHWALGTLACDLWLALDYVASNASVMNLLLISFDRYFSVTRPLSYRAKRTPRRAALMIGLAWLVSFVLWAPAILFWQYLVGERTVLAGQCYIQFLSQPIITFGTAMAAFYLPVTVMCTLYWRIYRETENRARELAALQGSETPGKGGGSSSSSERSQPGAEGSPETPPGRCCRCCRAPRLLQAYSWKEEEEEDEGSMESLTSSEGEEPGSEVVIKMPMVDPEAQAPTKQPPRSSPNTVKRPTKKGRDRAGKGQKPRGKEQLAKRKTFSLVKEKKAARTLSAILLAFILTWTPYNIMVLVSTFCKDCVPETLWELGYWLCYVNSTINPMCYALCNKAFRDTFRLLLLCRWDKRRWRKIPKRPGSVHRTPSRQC
CHRM5 PAM: human M5 muscarinic receptor positive allosteric modulators, primary screen, CHO-K1 cells, Fluo-8 calcium fluorescence. CHO-K1 hM5, ACh EC20 PAM; 0% = ACh EC20, 100% = ACh EC100. activation, % at 3 µM. Muscarinic acetylcholine receptor M5 (Homo sapiens), P08912. actives 0.3% (n = 360,000). AID 624038, 2012;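 active means activation above the run cutoff, the mean activation of all test compounds plus 3 SD, cut at about 18% in these data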
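Measured by: Fluo-8 calcium fluorescence; material: human M5 receptor in CHO-K1 cells; schedule: Post-acetylcholine fluorescence recording 140 s; benchmarks: low control EC20 acetylcholine (0%), high control EC100 acetylcholine (100%); read-out: Max/basal fluorescence ratio as % of EC20–EC100 ACh window; compound: single dose, 3 µM nominal final test concentration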
M5 ag: human M5 muscarinic receptor agonists, primary screen, CHO-K1 cells, Fluo-8 calcium fluorescence | Muscarinic acetylcholine receptor M5 (Homo sapiens), P08912 | CHO-K1 hM5 cells; 0% DMSO wells, 100% maximal acetylcholine response | activation, % at 3 µM | actives 0.19% (n = 360,000);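 active means activation above the run's mean over test compounds plus 3 SD, cut at about 23% in these data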;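 further: signal is peak over basal fluorescence ratio across the kinetic read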
CHRM1 PAM: human M1 muscarinic receptor positive allosteric modulators, primary screen, CHO-K1 cells, Fluo-8 calcium fluorescence, 1536-well; Muscarinic acetylcholine receptor M1 (Homo sapiens), P11229; CHO-K1 hM1, ACh EC20; 0% = ACh EC20, 100% = maximal ACh; activation, % at 3 µM; actives 0.088% (n = 360,000); AID 588819, 2011; in the data active means activation above about 19%, passing the limit was not always enough
M4 PAM: human M4 muscarinic receptor positive allosteric modulators, primary screen, CHO-K1 cells, Fluo-8 calcium fluorescence | AID 624126, 2012 | activation, % at 3 µM | Muscarinic acetylcholine receptor M4 (Homo sapiens), P08173 | CHO-K1 hM4/Gqi5, ACh EC20; 0% = ACh EC20, 100% = maximal ACh | actives 0.4% (n = 360,000);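 active means activation above its plate's cutoff, the mean activation of sample wells plus 3 SD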; further: some results filed as inactive read as strong as hits
Target sequence (P08173 whole entry, looked up): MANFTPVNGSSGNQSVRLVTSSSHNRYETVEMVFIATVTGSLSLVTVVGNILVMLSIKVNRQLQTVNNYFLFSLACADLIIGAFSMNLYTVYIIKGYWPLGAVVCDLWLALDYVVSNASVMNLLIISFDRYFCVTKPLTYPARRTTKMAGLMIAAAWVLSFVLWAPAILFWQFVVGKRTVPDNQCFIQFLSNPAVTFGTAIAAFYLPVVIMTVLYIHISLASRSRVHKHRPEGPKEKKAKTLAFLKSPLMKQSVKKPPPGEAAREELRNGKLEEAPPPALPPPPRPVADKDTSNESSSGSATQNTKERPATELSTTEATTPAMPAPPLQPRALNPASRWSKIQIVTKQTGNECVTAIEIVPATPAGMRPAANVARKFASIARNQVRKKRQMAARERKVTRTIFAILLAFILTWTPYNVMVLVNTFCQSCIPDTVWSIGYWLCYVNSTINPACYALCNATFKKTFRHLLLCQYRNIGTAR
M5 antag: human M5 muscarinic receptor antagonists, primary screen, CHO cells, Fluo-8 calcium fluorescence | Muscarinic acetylcholine receptor M5 (Homo sapiens), P08912 | CHO-hM5 cells, ACh EC80 | inhibition, % at 3 µM | actives 0.59% (n = 360,000);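 active means inhibition above a per-plate cutoff, the mean of that plate's test compounds plus 3 SD, cut at about 27% in these data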;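 further: 0% = acetylcholine EC80 with DMSO and 100% = DMSO without agonist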
M4 ag: human M4 muscarinic receptor agonists, primary screen, CHO-K1 cells, Fluo-8 calcium fluorescence; Muscarinic acetylcholine receptor M4 (Homo sapiens), P08173; CHO-K1 hM4/Gqi5; vehicle 0%, full acetylcholine response 100%; activation, % at 3 µM; actives 0.14% (n = 360,000);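 active means activation above the run mean over all test wells plus 3 SD, cut at about 32% in these data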;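 further: peak over basal fluorescence ratio per well then scaled between controls; 0% = DMSO wells and 100% = acetylcholine at EC100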
M4 antag: human M4 muscarinic receptor antagonists, primary screen, CHO cells, Fluo-8 calcium fluorescence | CHO-hM4 cells, ACh EC80 | AID 624125, 2012 | Muscarinic acetylcholine receptor M4 (Homo sapiens), P08173 | inhibition, % at 3 µM | actives 0.73% (n = 360,000);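 active means inhibition above its plate's cutoff, the mean inhibition of sample wells plus 3 SD, cut at about 27% in these data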;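 further: 0% = acetylcholine EC80 with DMSO and 100% = DMSO without agonist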
* hit, by the source's call; nt = not tested or not shown. Compounds as they come; about 2.8% have a hit in one of these screens.

SMILES	CRFBP-R2 agonist	M1 antag	CHRM5 PAM	M5 ag	CHRM1 PAM	M4 PAM	M5 antag	M4 ag	M4 antag
Cc1ccc(-c2nc(S(=O)(=O)c3ccc(F)cc3)c(SCC(=O)NCC3CCCO3)o2)cc1 (centres undefined)	-1.8	-7	2	0	10	-2	-1	0	-1
COc1ccc(CCNC(=O)c2cc(CC(C)C)on2)cc1OC	0.9	-6	0	1	2	6	-2	4	-8
CN(CCc1ccccc1)c1ccc([N+](=O)[O-])cn1	-0.9	2	-4	-2	-5	-3	3	-2	11
Cc1cc(F)c(F)c(C(=O)NC2CC2)c1Cl	-0.4	-12	5	2	6	20	-20	0	-9
COc1ccc(Cl)cc1C(=O)N/N=C/c1ccc(N2CCOCC2)cc1	-0.2	0	-9	-3	7	-6	5	2	0
N#Cc1ccc(Oc2ccc(NC(=O)C3CC=CCC3C(=O)O)cc2)cc1 (centres undefined)	-0.9	0	11	-3	3	4	-5	0	-20
COC(=O)c1cc(CC(=O)c2ccc(O)cc2O)c(C)o1	4.7	-33	3	6	10	3	-1	1	-4
CCC(=O)N1CC2(CC(c3cccc(NC(=O)CC(c4ccccc4)c4ccccc4)c3)=NO2)C[C@H]1C(N)=O (some centres undefined)	-0.1	18	-3	-6	-11	-3	3	1	-2
Cc1ccc(CN2CCC(c3cc(-c4ccc(Cl)cc4)n[nH]3)CC2)cc1	5.1	6	-10	4	-4	-9	12	17	10
COc1ccc(NS(=O)(=O)c2cc(NC(=O)c3ccccn3)ccc2OC)cc1Br	0.0	-2	-7	2	3	3	17	4	2
CC(=O)N1CCN(S(=O)(=O)c2cccc(C(=O)OCC(=O)NC(=O)c3cccn3C)c2)CC1	-0.1	-1	5	3	3	0	-6	2	-8
COc1ccc(OC)c(-n2c(-c3cc(-c4ccco4)[nH]n3)n[nH]c2=S)c1	-1.4	-9	2	-4	8	0	4	0	-9
N#Cc1nnn(Cc2ccccc2)c1N	-0.1	-2	-7	-5	3	-1	7	0	3
c1ccn2cc(CSC3=NCCS3)nc2c1	-4.9	-3	-3	-3	3	-2	1	0	-4
O=C1/C(=C/c2ccccc2)SC(=S)N1CCCC(=O)N1CCCCC1CCO (centres undefined)	-0.4	22	-6	3	-11	-10	10	17	8
O=C(CSc1nnc(-c2cccs2)o1)NCC1CN(Cc2ccccc2)CCO1 (centres undefined)	1.1	2	-3	-1	-2	-3	5	0	-1
Cc1nn(CCc2nn[nH]n2)c2nc(C(F)(F)F)cc(C(F)(F)F)c12	0.4	-1	-5	1	3	2	0	0	0
Cc1ccccc1NC(=O)NCc1ccc2c(c1)OCO2	0.9	0	-1	-3	3	-5	-7	0	3
Cc1ccc(-c2n[nH]c(=S)n2/N=C/C=C/c2ccccc2[N+](=O)[O-])cc1	-2.0	-11	2	-4	-5	-4	7	0	0
C/C(=N\NC(=O)C(=O)Nc1cc(C)ccc1C)c1ccncc1	1.2	-16	-5	-1	15	5	8	0	10
O=C(OCCN1C(=O)c2ccccc2C1=O)c1cc(=O)[nH]c2ccccc12	1.3	-7	1	6	-12	1	-6	3	2
CC(OC(=O)c1ccc(-c2ccc([N+](=O)[O-])cc2)o1)C(=O)NC(N)=O (centres undefined)	-0.3	4	0	2	-1	-7	-7	1	-4
CCC[C@H]1CN(c2ccc(Br)cc2)C(=O)[C@@H]1CC(=O)Nc1ccc(OC)cc1	-0.3	-5	-1	-1	-6	-6	-7	1	-13
CC(=O)Nc1ccc(S(=O)(=O)N2CCN(S(=O)(=O)N3CCCCCC3)CC2)cc1	1.1	-27	-4	-1	1	-4	-6	1	16
CCOC(=O)[C@]12CCCC=C1N(Cc1ccco1)C(=O)[C@H](CC(=O)NCCC(C)C)C2	nt	nt	1	-1	nt	2	14	-1	7
Cn1sc(NC(=O)c2ccc(Cl)cc2)nc1=O	0.4	-5	-2	1	3	12	3	0	0
CCn1ccnc1CN1CCCC(C(=O)c2ccc3c4c(cccc24)CC3)C1 (centres undefined)	-2.6	14	-6	-7	-10	-13	15	5	-2
COc1cc(C(=O)N/N=C/c2sc(N3CCOCC3)nc2-c2ccccc2)cc(OC)c1OC	1.2	21	-18	1	-7	-12	19	19	3
COc1ccc(/C=C2\SC(=S)N(CCC(=O)NC3C=CS(=O)(=O)C3)C2=O)cc1 (centres undefined)	-0.8	-12	-4	-1	5	-3	5	2	9
CC(C(=O)Nc1ccccc1Br)N1c2cccc3cccc(c23)S1(=O)=O (centres undefined)	1.4	-3	9	-4	3	-3	-4	0	7
Cc1cc(C)n(-c2nc(NCC(C)O)c3c4c(sc3n2)COC(C)(C)C4)n1 (centres undefined)	0.9	-3	-7	1	-3	-2	4	1	5
COc1ccc(NS(=O)(=O)c2ccc(O)c(NC(=O)c3ccc(S(=O)(=O)N4CCCCCC4)cc3)c2)cc1	-0.4	-3	1	-1	11	-9	-2	0	9
NS(=O)(=O)c1cccc(NC(=O)CSc2nc3ccccc3c(=O)n2Cc2ccco2)c1	0.3	3	-3	2	-3	0	11	1	2
COc1ccc(OC)c(C(C)NS(=O)(=O)c2cccs2)c1 (centres undefined)	0.3	-10	-7	0	5	-1	12	3	-1
C=CCN(C(=O)CCC(=O)Nc1cc(C)on1)C(C(=O)NC(C)(C)C)c1ccc(OC)cc1 (centres undefined)	0.5	-4	6	-2	1	0	2	2	0
CCOC(=O)c1ccc2c(c1)C1C=CCC1C(C(=O)OCC)N2 (centres undefined)	0.9	-2	-6	5	1	4	10	0	-4
COc1cc(-c2cn[nH]c2N)cc(OC)c1OC	-1.7	-2	3	-1	4	0	2	0	-7
COc1ccc(NC(=O)c2coc3ccccc23)cc1OC	-0.6	6	-2	3	-3	2	1	5	2
O=C(NC1CCCCCCC1)C1c2ccccc2C(=O)N1Cc1cccs1 (centres undefined)	-4.6	1	-5	0	9	21	6	4	0
COc1ccc(-n2ncc3c2CC(C)(C)CC3NC(=O)c2c(C)cc(=O)oc2C)cc1 (centres undefined)	-1.3	-4	1	-3	11	2	-2	0	-6

11 structures out of the list, sorted by formula weight, lowest first.
SMILES	CRFBP-R2 agonist	M1 antag	CHRM5 PAM	M5 ag	CHRM1 PAM	M4 PAM	M5 antag	M4 ag	M4 antag
COc1cc(-c2cn[nH]c2N)cc(OC)c1OC	-1.7	-2	3	-1	4	0	2	0	-7
COc1ccc(OC)c(C(C)NS(=O)(=O)c2cccs2)c1 (centres undefined)	0.3	-10	-7	0	5	-1	12	3	-1
CCn1ccnc1CN1CCCC(C(=O)c2ccc3c4c(cccc24)CC3)C1 (centres undefined)	-2.6	14	-6	-7	-10	-13	15	5	-2
O=C(NC1CCCCCCC1)C1c2ccccc2C(=O)N1Cc1cccs1 (centres undefined)	-4.6	1	-5	0	9	21	6	4	0
COc1ccc(-n2ncc3c2CC(C)(C)CC3NC(=O)c2c(C)cc(=O)oc2C)cc1 (centres undefined)	-1.3	-4	1	-3	11	2	-2	0	-6
CC(C(=O)Nc1ccccc1Br)N1c2cccc3cccc(c23)S1(=O)=O (centres undefined)	1.4	-3	9	-4	3	-3	-4	0	7
COc1ccc(/C=C2\SC(=S)N(CCC(=O)NC3C=CS(=O)(=O)C3)C2=O)cc1 (centres undefined)	-0.8	-12	-4	-1	5	-3	5	2	9
CCC[C@H]1CN(c2ccc(Br)cc2)C(=O)[C@@H]1CC(=O)Nc1ccc(OC)cc1	-0.3	-5	-1	-1	-6	-6	-7	1	-13
NS(=O)(=O)c1cccc(NC(=O)CSc2nc3ccccc3c(=O)n2Cc2ccco2)c1	0.3	3	-3	2	-3	0	11	1	2
COc1cc(C(=O)N/N=C/c2sc(N3CCOCC3)nc2-c2ccccc2)cc(OC)c1OC	1.2	21	-18	1	-7	-12	19	19	3
COc1ccc(NS(=O)(=O)c2ccc(O)c(NC(=O)c3ccc(S(=O)(=O)N4CCCCCC4)cc3)c2)cc1	-0.4	-3	1	-1	11	-9	-2	0	9

(further entries)
SMILES	CRFBP-R2 agonist	M1 antag	CHRM5 PAM	M5 ag	CHRM1 PAM	M4 PAM	M5 antag	M4 ag	M4 antag
COc1cccc(C(O)c2nc(-c3ccncc3)cs2)c1 (centres undefined)	nt	13	-8	4	-9	-4	8	11	-2
CC1CCCN1c1ccnc2cc(Cl)ccc12 (centres undefined)	0.7	4	-8	-2	1	-8	17	3	9
CCCNC(=O)c1cc(S(=O)(=O)N2CCc3ccccc32)ccc1F	-0.4	-13	-3	-1	17	6	5	3	-2
CN(C)S(=O)(=O)N1CCN(CC(O)COc2ccc(C(=O)c3ccccc3)cc2)CC1 (centres undefined)	0.6	-4	-10	0	-10	-7	14	12	-3
CCOc1ccc(CN(C)C(=O)CCNC(=O)c2ccco2)cc1	0.2	14	0	1	-5	13	-5	1	-13
CN(C)/C=N/NC(=O)c1ccc(Cl)cc1	-3.5	4	-5	-2	0	0	5	18	-15
CC(C)C(NC(=O)C12CC3CC(CC(C3)C1)C2)C(=O)N/N=C/C1=C(N2CCOCC2)C(=C\c2cccc([N+](=O)[O-])c2)/CC1 (centres undefined)	-1.4	-10	-1	-4	3	0	2	0	10
CC1(C)OC(=O)C(=Cc2ccc(-c3ccc(Cl)c(C(=O)O)c3)o2)C(=O)O1	2.6	0	2	-2	2	2	1	1	-3
CN1CCCN(C(c2ccccc2)c2ccc(Cl)cc2)CC1 (centres undefined)	-0.2	100*	-19	2	-27	-19	99*	9	83*
O=c1c2ccccc2ncn1CCOCCOc1ccc([N+](=O)[O-])cc1	-0.1	15	0	0	-2	-13	8	1	10
O=C(Nc1ccccc1F)c1cc(S(=O)(=O)N2CCOCC2)ccc1N1CCOCC1	0.6	2	-8	1	-3	-5	3	1	0
CCN(c1ccccc1)S(=O)(=O)c1ccc(C(=O)Nc2ncccc2C)cc1	-2.7	-6	-5	-1	8	8	15	2	-4
CN(C)/C=N/C(=S)Nc1ccccc1F	0.7	-4	4	0	3	9	-2	0	-5
